# Compound activity deposited in PubChem BioAssay by National Center for Advancing Translational Sciences (NCATS).
# p53null 39C kill – kills p53 null cells at the nonpermissive temperature | H1299 p53-null (neo) cells, 39C, ATPlite viability, 24 h | Potency, µM (doses to about 46.1 µM), without a hit: top-dose activity, negative = cell killing, actives largely listed as cytotoxic | 0.97% of 55,000 active | AID 904;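 further: potency means the concentration at half of the fitted maximal effect; 0% = DMSO only and -100% = full killing by 100 µM tamoxifen; nearly all actives have a fitted effect of over 50% in size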
#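 Temperature-shift cytotoxicity format: compound titrations on p53-null or A138V-expressing H1299 cells held 24 hr at 39C, cell ATP then measured, AC50 from Hill model.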
# PTAP-TSG101 blk – blocks PTAP binding to human TSG101, validation; Q99816; Fluorescence polarization, FITC-PTAP peptide/Tsg101, 20 min; Potency, µM (top dose mostly 115 µM), for the others: at the highest dose activity change, negative = inhibition, most hits filed as inhibitors; 44,000 tested, under 10 active; AID 1347069; further: potency means the concentration at half of the fitted maximal effect; 0% is about no effect
# Target sequence (Q99816 whole entry, looked up): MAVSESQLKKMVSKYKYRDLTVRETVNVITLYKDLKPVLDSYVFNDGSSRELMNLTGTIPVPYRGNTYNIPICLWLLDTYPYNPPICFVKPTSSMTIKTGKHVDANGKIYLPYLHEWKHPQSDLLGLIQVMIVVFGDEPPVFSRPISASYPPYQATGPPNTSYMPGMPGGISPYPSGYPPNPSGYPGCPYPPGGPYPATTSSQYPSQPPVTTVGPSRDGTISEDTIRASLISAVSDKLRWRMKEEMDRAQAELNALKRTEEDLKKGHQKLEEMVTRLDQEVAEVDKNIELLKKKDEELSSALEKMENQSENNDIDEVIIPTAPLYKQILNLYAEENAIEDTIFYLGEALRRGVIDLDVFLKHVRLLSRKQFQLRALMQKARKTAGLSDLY
#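 qHTS FP binding, 20 min r.t.: 10 uM Tsg101 domain + 50 nM FITC-PTAP peptide, pH 7.5 HEPES buffer with TCEP and EDTA.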
# GALK inh – GALK (human) enzyme inhibition. recombinant GALK, Kinase-Glo ATP luminescence, 1 h. 44,000 tested, under 10 active. Potency, µM (titrated, usually from 57.5 µM), for the others: at the top dose activity, negative = inhibition, hits mostly inhibitors. P51570;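 further: plate controls were full GALK reaction for no effect and reaction lacking GALK for full effect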
#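 Reactions with and without enzyme served as controls. GALK at 5 nM phosphorylates 100 uM galactose using 35 uM ATP (HEPES pH 8.0, Mg2+) for 1 h at RT, with luminescence read 10 min after adding Kinase-Glo Plus.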
# FH mod – Identification of activators of human fumarate hydratase by quantitative high-throughput screening | Fumarate hydratase, mitochondrial (Homo sapiens), P07954 | 0.22% of 54,000 active | Potency, µM (titrated, usually from 79.9 µM), inactives show at the top dose activity change, negative = inhibition, usual class: inhibitors | FH coupled MDH/diaphorase resazurin fluorescence, 15 min; further: potency means the concentration at half of the fitted maximal effect; on the % scale 0 is the no-effect control and ±100 the full control effect; the screen sought activators but most active calls are inhibition curves; nearly all actives have a fitted effect of over 45% in size
# NTMT1 inh – inhibitors of human N-terminal methyltransferase NTMT1 | 2.5% of 59,000 active | Potency, µM (highest dose often 114 µM), for inactives: top-dose activity change, negative = inhibition, hits mostly inhibitors | Q9BV86 | NTMT1 MTase-Glo SAH luminescence, purified enzyme | AID 1645870;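 further: potency means the concentration at half of the fitted maximal effect; plate controls were DMSO vehicle for no effect and no enzyme for full effect; nearly all actives have a fitted effect of over 65% in size; many of its hits are not listed in these tables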
# Target sequence (Q9BV86 whole entry, looked up): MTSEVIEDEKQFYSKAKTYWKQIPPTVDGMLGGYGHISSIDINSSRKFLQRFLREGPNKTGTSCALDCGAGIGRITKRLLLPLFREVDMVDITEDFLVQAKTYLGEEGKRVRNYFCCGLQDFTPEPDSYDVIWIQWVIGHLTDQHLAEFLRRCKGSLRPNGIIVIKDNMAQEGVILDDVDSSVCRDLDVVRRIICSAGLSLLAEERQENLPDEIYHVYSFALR
# p53null 32C kill – selectivity test: cytotoxicity in p53 null cells, permissive temperature; 0.62% of 55,000 active; H1299-neo p53 null cells, ATP luminescence, 24 h, 32C; Potency, µM (top dose mostly 46.1 µM), for the others: at the top dose activity change, negative = cytotoxicity, most hits filed as cytotoxic;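 further: potency means the concentration at half of the fitted maximal effect; 0% = DMSO only and -100% = full killing by 100 µM tamoxifen; nearly all actives have a fitted effect of over 55% in size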
#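 H1299-neo (p53-null) cells, 600/well, were pre-incubated overnight at 37C, then exposed to compounds at up to 46 uM for 24 hr at 32C. Viability was measured as ATP content by luminescence, and AC50 values came from Hill fits.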
# B2AR arrestin ag – agonists recruiting beta-arrestin to human beta2-adrenergic receptor. Potency, µM (titrated, usually from 46.1 µM), for the others: top-dose activation, hits mostly activators. AID 1347077. P07550. HTLA Tango cells, beta-arrestin recruitment, luciferase luminescence, 18 h. 44,000 tested, under 10 active;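 further: potency means the concentration at half of the fitted maximal effect; 0% = DMSO and full agonism = EC100 isoproterenol or metaproterenol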
# Target sequence (P07550 whole entry, looked up): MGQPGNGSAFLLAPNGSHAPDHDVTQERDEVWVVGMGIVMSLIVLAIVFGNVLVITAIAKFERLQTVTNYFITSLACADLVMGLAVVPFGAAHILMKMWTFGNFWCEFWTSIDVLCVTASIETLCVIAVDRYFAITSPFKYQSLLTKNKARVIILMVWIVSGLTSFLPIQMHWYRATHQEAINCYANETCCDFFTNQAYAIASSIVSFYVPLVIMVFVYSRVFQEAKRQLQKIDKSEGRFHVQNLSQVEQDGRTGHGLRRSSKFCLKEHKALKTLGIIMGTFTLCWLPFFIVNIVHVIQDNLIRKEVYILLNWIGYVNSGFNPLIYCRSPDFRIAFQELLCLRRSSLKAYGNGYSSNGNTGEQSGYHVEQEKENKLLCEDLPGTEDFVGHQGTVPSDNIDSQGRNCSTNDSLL
#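 First, Tango cells carrying beta2-AR and beta-arrestin fusions received compound up to 46 microM. After 18 hr at 37 degrees C, luciferase substrate was added for 15 minutes, then luminescence gave %Activity for curve fitting.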
# * marks the source's active call; other numbers are inactive results; ? = inconclusive; nt = no result given; [ ] = dose if it differs, or a comment. The call rests on the fitted dose curve; in most records, active means well fitted curve in the direction sought with a large enough effect; inconclusive means small, poorly fitted or top-dose-only effect, or another doubt; inactive means no such curve, though single readings can be large; an effect the other way counts as inactive or inconclusive. An excerpt, so the mix of outcomes need not match the whole.
SMILES,p53null 39C kill,PTAP-TSG101 blk,GALK inh,FH mod,NTMT1 inh,p53null 32C kill,B2AR arrestin ag
O=C1CN(C(=O)COc2ccccc2)C(c2ccc(F)cc2)c2cc(Br)ccc2N1 (stereo unspecified),19%,-13%,-2%,?,0%,19%,-2%
Fc1ccc([C@@H]2Nc3ccccc3[C@@H]3C=CC[C@@H]32)cc1,-9%,-11%,-1%,4%,3%,3%,1%
Cc1ccc(C)c(Nc2nn3c(=O)c4cc5c(cc4nc3s2)OCO5)c1,-16%,-1%,5%,-12%,-2%,-9%,-2%
Cn1c(SCC(=O)N2CCOCC2)ncc(C(=O)Nc2ccccc2)c1=O,9%,-1%,-7%,-12%,-9%,1%,0%
CCOC(=O)c1c(C)c(-c2ccccc2)n(CC(=O)NC2CCCCCC2)c1C,-5%,1%,-2%,-11%,4%,-15%,1%
Cc1cc2c(cc1NS(=O)(=O)c1ccc(Br)cc1)n(C)c(=O)c(=O)n2C,-2%,-11%,2%,-11%,-4%,-6%,6%
COc1ccc(-c2c3c(=O)n(C)c(=O)n(C)c3c3n2-c2ccccc2NC3c2ccc(O)cc2O)cc1 (stereo unspecified),29%,2%,3%,nt,nt,0%,-3%
CCOc1ccccc1C1CC(=O)NC(C)=C1C(=O)OCc1ccc(C)cc1 (stereo unspecified),-30%,1%,-8%,-21%,8%,57%[activator],0%
O=C(Cn1c(-c2cccs2)cc2cc(F)ccc21)NCCc1ccc(Cl)cc1,-15%,-1%,-1%,-1%,9%,1%,1%
COc1ccc2c(CNCc3ccco3)c(C(=O)O)n(Cc3ccccc3)c2c1,-23%,7%,0%,-4%,3%,-7%,-1%
COc1cccc(N2CCN(C(=O)c3nc(-c4ccc(Cl)cc4)n4c3CCCCC4)CC2)c1,-17%,-4%,0%,-40%,7%,6%,-1%
CCOC(=O)c1c(NC(=O)COc2ccc(F)cc2)sc2c1CCC(C)C2 (stereo unspecified),20%,-4%,-1%,-22%,?,11%,1%
COc1ccc(OC)c(-n2cnc3cc(C(=O)NCCc4ccccc4)ccc32)c1,12%,0%,1%,-13%,4%,-12%,-1%
CN(C)S(=O)(=O)c1ccc2c(c1)nnn2CCNC(=O)Nc1ccc(Cl)cc1,?,-9%,0%,16%,19%,-4%,-1%
COc1cccc(NC(=O)CSC2=Nc3ccccc3C3=NC(CC(=O)NCCc4ccccc4)C(=O)N23)c1 (stereo unspecified),-1%,14%,0%,-19%,-7%,-2%,-1%
Cc1ccc(CN(C(=O)c2ccccc2Br)C2CCS(=O)(=O)C2)o1 (stereo unspecified),28%,-1%,2%,-1%,15%,-2%,-1%
Cc1ccc(S(=O)(=O)c2cn(Cc3ccc(F)cc3)c3cc(F)c(F)cc3c2=O)cc1,0%,1%,7%,-28%,0%,-11%,0%
CCCNC(=O)C1Cc2cc(S(=O)(=O)N3CCCCCC3)ccc2N1C(C)=O (stereo unspecified),-5%,-1%,0%,-4%,8%,0%,0%
CCCS(=O)(=O)N1CC(=O)N(c2cccc(Cl)c2)C(C)(C(=O)NC2CCCCC2)C1 (stereo unspecified),-10%,1%,0%,5%,-2%,-4%,0%
CC1=C(c2ccc(C)c(C)c2)S(=O)(=O)N(Cc2ccc(C(=O)NC(C)c3ccccc3)cc2)C1=O (stereo unspecified),2%,-6%,-1%,-1%,18%,6%,0%
CC(=O)N1CCCc2cc(S(=O)(=O)N3CCCC(C(=O)Nc4cc(Cl)ccc4C)C3)ccc21 (stereo unspecified),3%,0%,2%,?,?,-3%,1%
Cc1ccc(-n2nnnc2CNC(=O)c2ccccc2F)cc1C,0%,1%,-1%,-8%,1%,10%,1%
COc1ccc(-c2nc3cc(NC(=O)COc4ccc(F)cc4)ccc3o2)cc1,?,-3%,6%,-2%,-11%,-8%,-4%
COc1ccc(-c2nc(SCC(=O)Nc3ccccc3)c(-c3ccc(F)cc3)[nH]2)cc1OC,-23%,18%,2%,?,-2%,-14%,-1%
CCCC(=O)NC(C)c1nc2ccccc2n1Cc1ccccc1 (stereo unspecified),-6%,0%,-1%,-1%,-2%,1%,-2%
Cc1ccc(C)c(Cn2c(C)c(CNCc3ccc(F)cc3)c(C(=O)O)c2C)c1,-11%,0%,-13%,2%,?,8%,-3%
CCc1ccccc1NC(=O)Cn1nnc(C(=O)Nc2ccc(OC)c(OC)c2)c1N,-5%,0%,-1%,0%,-2%,10%,2%
CC(=O)N1CCc2c(sc3c2c(=O)n(-c2ccccc2C)c(=O)n3CC(=O)c2ccccc2)C1,-7%,-7%,1%,-9%,?,4%,0%
O=S(=O)(c1ccc(-c2cc(C(F)(F)F)on2)s1)N1CCN(c2cccc(Cl)c2)CC1,16%,-9%,0%,0%,8%,-3%,0%
CC(C)c1ccc(NC(=O)C2CCN(S(=O)(=O)c3ccc(Br)s3)CC2)cc1,-9%,2%,1%,-20%,14%,10%,-2%
C=CCC(CC=C)(CNC(=O)C(=O)Nc1cccc(C(F)(F)F)c1)c1ccccc1,11%,-3%,2%,-21%,?,6%,-2%
Cc1[nH]c2ccccc2c1SCCNC(=O)c1ccc(F)cc1,0%,-3%,1%,-9%,-4%,8%,1%
COC(=O)c1ccccc1NC(=O)c1sc2nc(C)cc(C)c2c1NC(=O)c1ccccc1Cl,-21%,-8%,?,8%,4%,2%,1%
Cc1cc(C)cc(NC(=O)CCC(=O)N2Cc3ccccc3Oc3ncccc32)c1,-5%,0%,0%,-5%,-3%,7%,-1%
Cc1ccc(C)c(N2CCN(C(=O)CCc3c(C)nc4c(c3C)c(=O)n(C)c(=O)n4C)CC2)c1,-24%,0%,2%,-8%,-5%,-3%,1%
CC(C)c1ccc(NC(=O)CCS(=O)(=O)c2cccc3nonc23)cc1,5%,-1%,6%,-27%,24%,-6%,1%
COc1ccc(C(CC(=O)Nc2ccc(C)cn2)N2Cc3ccccc3C2=O)cc1OC (stereo unspecified),-9%,-3%,2%,3%,6%,-2%,0%
CCCn1c2ccccc2c2cnn(CC(=O)N3CCN(c4ccccc4)CC3)c(=O)c21,12%,-9%,-1%,-5%,1%,13%,-1%
CCOC(=O)c1ccc(NC(=O)c2nc(SC(C)C)ncc2Cl)cc1,-11%,0%,5%,-23%,4%,-1%,-2%
Cc1ccc(CNC(=O)c2ccc(Cn3c(=O)c4ccccc4n(CC(=O)Nc4ccc(C)cc4)c3=O)cc2)cc1,-16%,2%,-1%,-3%,3%,-6%,-1%
COc1ccc(NC(=O)CSc2nc(-c3ccccc3)c3ccccc3n2)cc1,-3%,2%,-6%,-10%,5%,1%,-2%
COCCNc1nc2c(c(=O)n(Cc3cccc(Br)c3)c(=O)n2C)n1C,1%,2%,-4%,-2%,-9%,-2%,4%
COc1ccc(-n2c3c(c(=O)[nH]c2=O)C(NC(=O)c2ccccc2Cl)(C(F)(F)F)C(=O)N3)cc1 (stereo unspecified),-10%,-3%,0%,9%,9%,-3%,1%
COc1ccc(N2CCN(C(=O)c3nn(C)c4c3CS(=O)(=O)c3ccccc3-4)CC2)cc1,-15%,-6%,1%,-4%,-2%,1%,-1%
CCc1ccccc1NC(=O)Cn1nnc(C(=O)NCc2ccccc2Cl)c1N,8%,2%,0%,10%,13%,-2%,-1%
O=C(Cn1cnc2onc(-c3ccc(F)cc3)c2c1=O)Nc1ccc(F)c(Cl)c1,4%,-8%,2%,-9%,7%,16%,0%
Cc1ccc(OCC(=O)Nc2ccc3[nH]c(=O)sc3c2)cc1,-16%,-4%,4%,-14%,-6%,1%,-2%
CCSc1ncc(Cl)c(C(=O)Nc2c(C(=O)c3ccc(C)c(F)c3)oc3ccccc23)n1,24%,2%,4%,-36%,16%,2%,0%
COCCCNc1ncnc2c1c(-c1ccccc1)cn2-c1ccc(C)c(Cl)c1,9%,0%,2%,-28%,13%,-4%,0%
COc1ccc(S(=O)(=O)Nc2ccc(-c3cn4ccsc4n3)cc2)cc1C,17%,-5%,3%,-20%,-10%,-6%,1%
COC(=O)c1nnn(-c2cccc(C)c2)c1N,-15%,-7%,6%,-1%,-1%,7%,-2%
CCOc1ccc(Cn2c(CNS(=O)(=O)c3cccs3)nc3cccnc32)cc1,9%,2%,3%,-10%,14%,4%,2%
O=S(=O)(c1ccc(Cl)cc1)c1nnn2c1nc(NCc1ccc3c(c1)OCO3)c1sccc12,?,2%,3%,4%,-5%,-10%,2%
Cc1c(C(=O)NCc2ccc(Cl)cc2)sc2nc3n(c(=O)c12)CCCCC3,-8%,2%,0%,-12%,3%,-3%,1%
Cc1ccc(Cl)cc1NC(=O)CCS(=O)(=O)c1ccc2c(c1)n(C)c(=O)c(=O)n2C,-19%,2%,7%,-15%,3%,0%,-2%
CCOCc1cc(CN2CCN(c3ccccc3OC)CC2)c(O)c2ncccc12,1.3µM*,5%,-1%,?,0%,1%,?
Cc1cc2[nH]c(=O)c(=O)[nH]c2cc1S(=O)(=O)N1CCN(c2cccc(C(F)(F)F)c2)CC1,4%,1%,1%,-18%,10%,4%,-1%
CCOc1ccc(C2C(=O)N(C3CCCCC3)CC(=O)N2C2CCCC2)cc1OC (stereo unspecified),-2%,-6%,0%,nt,nt,0%,-1%
CCOc1ccccc1NC(=O)N1CC(CC)Oc2ccccc21 (stereo unspecified),-22%,0%,4%,-7%,?,11%,0%
Fc1ccc(-c2cn3cc(Cc4ccc(Cl)cc4)sc3n2)cc1,-16%,-2%,-1%,-6%,4%,-2%,0%

# (further entries)
SMILES,p53null 39C kill,PTAP-TSG101 blk,GALK inh,FH mod,NTMT1 inh,p53null 32C kill,B2AR arrestin ag
CNC(=O)c1c(NC(=O)/C=C/c2ccccc2Cl)sc2c1CCC2,-14%,2%,-4%,-3%,-8%,-2%,-1%
CSc1ccc(CCNC(=O)c2cc3c(-c4ccccc4F)nn(C)c3s2)cc1,5%,-4%,-10%,?,-5%,-4%,1%
Cc1oc(-c2ccc(C(=O)Nc3ccccc3F)cc2)nc1COc1ccccc1,-10%,4%,-5%,-2%,20%,-9%,-1%
CCCCCn1c(-c2cccc(C)c2)nc2ccccc21,?,-11%,-7%,-12%,12%,20%,-3%
O=C(CSc1nncn2c1cc1sccc12)Nc1ccc(Br)cc1F,-19%,2%,-7%,-5%,-18%,2%,1%

# Structures shown so far with a furan ring, fused or not, in the order listed:
SMILES,p53null 39C kill,PTAP-TSG101 blk,GALK inh,FH mod,NTMT1 inh,p53null 32C kill,B2AR arrestin ag
COc1ccc2c(CNCc3ccco3)c(C(=O)O)n(Cc3ccccc3)c2c1,-23%,7%,0%,-4%,3%,-7%,-1%
Cc1ccc(CN(C(=O)c2ccccc2Br)C2CCS(=O)(=O)C2)o1 (stereo unspecified),28%,-1%,2%,-1%,15%,-2%,-1%
CCSc1ncc(Cl)c(C(=O)Nc2c(C(=O)c3ccc(C)c(F)c3)oc3ccccc23)n1,24%,2%,4%,-36%,16%,2%,0%
